FXIIa inh mix: inhibitors of human coagulation factor XIIa, pooled mixtures; P00748; purified FXIIa, fluorogenic substrate; inhibition, % at 5 µM; hit rate 0.2% among 62,000; AID 684;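 note: 0% = enzyme without compound and 100% = no enzyme blank; some results filed as inactive read as strong as hits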
Target sequence (P00748 20-372 limits assumed): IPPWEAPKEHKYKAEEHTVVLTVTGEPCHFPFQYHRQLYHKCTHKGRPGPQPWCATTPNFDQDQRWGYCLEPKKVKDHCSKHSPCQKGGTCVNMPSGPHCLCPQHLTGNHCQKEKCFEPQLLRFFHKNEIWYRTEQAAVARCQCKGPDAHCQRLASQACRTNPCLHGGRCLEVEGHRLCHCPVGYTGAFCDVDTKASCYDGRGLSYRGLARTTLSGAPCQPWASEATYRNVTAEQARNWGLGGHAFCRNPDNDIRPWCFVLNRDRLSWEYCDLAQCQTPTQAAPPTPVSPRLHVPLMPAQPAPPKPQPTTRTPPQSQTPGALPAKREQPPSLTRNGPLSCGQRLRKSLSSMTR
Target sequence (P00748 373-615 limits assumed): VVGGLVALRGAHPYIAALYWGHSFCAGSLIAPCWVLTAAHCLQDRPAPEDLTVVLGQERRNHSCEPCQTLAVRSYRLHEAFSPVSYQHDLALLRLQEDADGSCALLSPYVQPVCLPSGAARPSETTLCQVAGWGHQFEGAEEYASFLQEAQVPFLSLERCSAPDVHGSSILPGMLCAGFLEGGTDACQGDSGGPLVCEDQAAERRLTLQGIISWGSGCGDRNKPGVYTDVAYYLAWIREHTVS
Hsp90 inh: displaces geldanamycin probe from tumor Hsp90 | P07900 | NCI-N417 lysate Hsp90, Cy3B-geldanamycin FP displacement | inhibition, % at 30 µM | hit rate 0.35% among 64,000;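 active = inhibition above 50%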;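 note: 0% = tracer plus lysate wells and 100% = tracer alone without lysate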
MMP13 inh: inhibitors of human MMP13; P45452; MMP-13 fTHP FRET cleavage, Mca fluorescence; inhibition, % at 4 µM; hit rate 0.07% among 65,000; AID 570;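 active = inhibition above the mean of compound-free control plate wells plus 3 SD, cut at about 14% in these data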;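 note: 0% = DMSO wells and 100% = wells with reference MMP-13 inhibitor after basal subtraction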
FXIa mix inh: inhibitors of human coagulation factor XIa, pooled mixtures | hit rate 0.19% among 62,000 | P03951 | purified FXIa, fluorogenic substrate | inhibition, % at 5 µM;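 note: each value is inhibition by a whole ten-compound pool holding the compound; 0% = enzyme with no mixture and 100% = wells lacking enzyme; strong numbers were not always called active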
Cdc25B block: human M-phase inducer phosphatase 2 inhibition | P30305 | hit rate 0.1% among 65,000 | inhibition, %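 (compounds tested at 10 µM final in the well)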 | recombinant Cdc25B, OMFP fluorescence Ex485/Em525; in the data active = inhibition above about 50%
AP ELISA ortho: orthogonal test for alternative complement pathway inhibitors | Human serum alternative complement pathway, LPS-coated ELISA, C3 deposition; tested in compound mixtures | inhibition, % at 5 µM | AID 1235 | hit rate 0.08% among 62,000;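 active = inhibition above 30% in each of the two pooled mixtures holding the compound, so the lower value exceeds 30%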;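 note: 0% = serum in Mg-EGTA without compound and 100% = EDTA serum blank; some compounds past the cut are filed as inactive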
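Test system: human serum alternative complement pathway, C3 deposition on LPS-coated wells; also added: Plate-bound LPS; doses: 5 µM per compound in ten-compound mixtures; schedule: 1 h at 37 °C; detection: Anti-C3 ELISA, OD 450 nm; evaluation: percent inhibition of C3 deposition onto LPS; repeats: two pool placements per compound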
A340 absorber: absorbance at 340 nm | fold change at 10 µM | compound absorbance at 340 nm, fold over control | 65,000 tested, under 10 active;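 active = at 10 µM dose, initial 340 nm absorbance at least 2 fold that of control wells; inactive = change under 2 fold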;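 note: initial absorbance extrapolated from kinetic A340 decline of NADH oxidation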
DUSP1 inh: human dual specificity phosphatase 1 inhibition; P28562; recombinant MKP-1, OMFP hydrolysis fluorescence; inhibition, %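 (compounds tested at a single concentration somewhere between 10 and 100 µM)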; hit rate 0.15% among 65,000;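 active = inhibition above about 50%, limit read from the data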;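 note: 0% = DMSO max control wells and 100% = wells with enzyme stopped by NaOH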
Target sequence (P28562 whole entry, looked up): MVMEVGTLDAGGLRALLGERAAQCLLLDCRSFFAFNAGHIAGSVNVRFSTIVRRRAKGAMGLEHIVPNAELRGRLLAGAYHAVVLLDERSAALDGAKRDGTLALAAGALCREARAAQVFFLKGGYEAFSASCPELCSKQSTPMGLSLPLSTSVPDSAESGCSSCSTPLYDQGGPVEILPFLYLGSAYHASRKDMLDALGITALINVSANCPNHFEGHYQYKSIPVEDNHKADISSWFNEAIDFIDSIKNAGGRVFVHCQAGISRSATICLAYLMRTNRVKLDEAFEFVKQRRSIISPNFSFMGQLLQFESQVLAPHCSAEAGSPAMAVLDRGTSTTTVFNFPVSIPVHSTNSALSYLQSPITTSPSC
JNK3 blocker: inhibitors of human JNK3 kinase | purified JNK3 kinase activity, HTS | inhibition, % at 8 µM | hit rate 0.61% among 60,000 | AID 746; in the data active = inhibition above about 17%;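 note: 0% = DMSO and 100% = reference inhibitor; many of its hits are not listed in these tables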
An asterisk follows results filed as active; . = no result given; [ ] = dose if it differs, or a comment. Cut-off read from the data, not from the text of the source, unless noted: active = inhibition above about 20% (passing the limit was not always enough); inactive = the rest. Outcome played no part in choosing rows. Share with any hit: about 1.5%.

Below each SMILES: FXIIa inh mix | Hsp90 inh | MMP13 inh | FXIa mix inh | Cdc25B block | AP ELISA ortho | A340 absorber | DUSP1 inh | JNK3 blocker
> C=C(C)Cn1c(SCC)nc2ccccc2c1=O
  5 | -1 | 5 | 13 | -6 | 8 | 1 | -5 | -2
> Cc1nn(Cc2ccccc2)c(C)c1NC(=O)c1cc(-c2ccc3c(c2)OCO3)on1
  -12 | -4 | -1 | 6 | -6 | -1 | 1 | 19 | -2
> Cc1cccc(C)c1OCC(=O)Nn1c(C)nc2ccccc2c1=O
  5 | 2 | 2 | 3 | -14 | 0 | 0.99 | 8 | 3
> CCn1c(SCC(=O)Nc2ccc3c(c2)OCO3)nc2c1c(=O)n(C)c(=O)n2C
  2 | -1 | 3 | 0 | -4 | -12 | 0.98 | -20 | 1
> O=C(CN(c1ccc2c(c1)OCCO2)S(=O)(=O)c1ccccc1)Nc1ccc2c(c1)OCO2
  3 | 31 | 1 | -5 | 2 | -8 | 1.1 | 10 | 6
> O=C(Nc1ccccc1C(=O)N1CCN(c2ccccc2)CC1)c1ccco1
  5 | -1 | 0 | -1 | 3 | -9 | 1 | -8 | 0
> O=C(CSc1nnc(-c2ccccn2)n1Cc1ccccc1)Nc1ccc2c(c1)OCO2
  6 | -3 | 9 | 10 | 2 | 0 | 1 | 5 | 7
> O=S(=O)(c1ccccc1)N1CCN(Cc2cccc(Cl)c2)CC1
  6 | 0 | 4 | -6 | -19 | 18 | 1 | -2 | -7
> CC1CC(C)CN(c2nc3c(c(=O)n(C)c(=O)n3C)n2C)C1 (stereo not given)
  5 | -14 | -1 | 7 | 1 | 14 | 1 | 10 | -6
> CC1CCN(S(=O)(=O)c2ccc3[nH]c(=O)c(=O)[nH]c3c2)CC1
  4 | -1 | -6 | -3 | -18 | 3 | 1 | -15 | 2
> O=c1cc(N2CCN(c3ccccc3F)CC2)[nH]c(=O)n1-c1ccc(Br)cc1
  -2 | -1 | 3 | 2 | -1 | 14 | 1.1 | 7 | 3
> Nc1nc(SCc2ccccc2)[nH]c(=O)c1-c1ccccc1
  9 | 0 | -2 | 9 | -1 | 28 | 1.1 | -7 | 0
> Cc1[nH]nc2c1C(c1cccnc1)N(c1ccc(Br)cc1)C2=O (stereo not given)
  . | -18 | 0 | . | 6 | . | 1.1 | 36 | 4
> COc1ccccc1OCC(O)Cn1c(=N)n(Cc2ccccc2)c2ccccc21 (stereo not given)
  . | -8 | -6 | . | -13 | . | 1.1 | -3 | .
> CC(C)CNC(=O)c1ccccc1NC(=O)c1ccc(CN2CCOCC2)cc1
  -1 | -3 | 2 | -2 | -6 | 5 | 0.97 | 6 | -3
> CCOc1cc(C2C(C(=O)OC)=C(C)N=C3SCCC(=O)N32)ccc1OC(C)=O (stereo not given)
  8 | 3 | -1 | 9 | -7 | 8 | 1.1 | 22 | -3
> O=C(c1ccccc1F)N1CCN(Cc2cccc(Cl)c2)CC1
  6 | -5 | 2 | 12 | -18 | 2 | 1 | 4 | 4
> CCOC(=O)N1CCN(C(=O)COc2ccc(Br)cc2Cl)CC1
  4 | -1 | 4 | -2 | -12 | 9 | 1 | -7 | 0
> C=CCc1c(C)nn(CC(=O)O)c1-c1ccccc1
  1 | -7 | 3 | 3 | 6 | 6 | 1 | 28 | -2
> CCc1nnc(NC(=O)CCN2C(=O)CCC2=O)s1
  -5 | -3 | -1 | 6 | 0 | 8 | 1 | 10 | -7
> O=c1[nH]ncc2c3ccccc3n(Cc3ccccc3)c12
  27 | -5 | -10 | 5 | -5 | -3 | 1 | -11 | 5
> O=C(Nc1ccon1)c1sc2cc(F)ccc2c1Cl
  10 | 1 | 6 | 0 | -13 | 9 | 1 | 12 | .
> CCOC(=O)c1oc2cc(O)c(CC)cc2c(=O)c1-c1ccc2c(c1)OCCO2
  6 | -3 | -1 | 26 | 1 | 11 | 1.1 | 2 | -2
> CCOC(=O)N1CCC(NC(=O)c2cc(S(=O)(=O)N3CCC4(CC3)OCCO4)ccc2F)CC1
  -17 | -4 | -8 | -1 | -15 | 12 | 1 | 8 | 0
> CCOC(=O)c1sc(NC(=O)c2ccco2)nc1-c1ccccc1
  -4 | 0 | 4 | 5 | 1 | 6 | 1.1 | 1 | -9
> COc1cccc(CNC(=O)C2CCCN(S(=O)(=O)c3cnc[nH]3)C2)c1 (stereo not given)
  6 | -1 | 0 | 2 | -9 | -11 | 1 | 3 | -4
> COc1ccc(N2CCN(Cc3nc4ccccc4c(=O)[nH]3)CC2)cc1
  8 | -6 | -6 | 0 | -3 | 0 | 0.98 | -2 | -7
> COc1ccc(C2/C(=C(\O)c3ccc4c(c3)OCCO4)C(=O)C(=O)N2CCCN(C)C)cc1 (stereo not given)
  . | -1 | 0 | . | 6 | . | 1 | -10 | 3
> COC(=O)CC1C(=O)NCCN1C(=O)c1ccccc1 (stereo not given)
  3 | -5 | 3 | 5 | -4 | 5 | 1 | 22 | 0
> CCCCn1c(SCC(=O)NCC2CCCO2)nc2ccc(N3CCOCC3)cc2c1=O (stereo not given)
  -12 | -4 | -36 | -3 | -22 | 20 | 1.1 | 21 | .

The results go on.
Below each SMILES: FXIIa inh mix | Hsp90 inh | MMP13 inh | FXIa mix inh | Cdc25B block | AP ELISA ortho | A340 absorber | DUSP1 inh | JNK3 blocker
> O=C(NCCN1CCOCC1)NC1(C(F)(F)F)Oc2ccccc2O1
  -6 | . | 2 | 15 | 8 | 8 | 0.96 | 3 | .
> COc1cc(NS(C)(=O)=O)c(OC)cc1NC(=O)c1ccccc1
  -20 | 0 | 0 | 7 | 4 | 15 | 1.1 | 14 | .
> COc1ccc(N(CC(=O)NCCSC(C)(C)C)S(C)(=O)=O)c(OC)c1
  2 | 4 | 0 | 5 | -14 | 15 | 0.99 | 12 | 8
> CCOc1ccc(N(Cc2cc3cc(OC)ccc3[nH]c2=O)C(=O)C2CCCO2)cc1 (stereo not given)
  5 | -2 | -17 | -24 | 4 | 6 | 1.1 | 22 | -3
> COc1ccc(S(=O)(=O)N2CCCCC2)cc1C(C)C
  -4 | -4 | -3 | 1 | -6 | 5 | 1 | -1 | 2
> CCn1c2ccccc2c2nnc(SCC(=O)Nc3ccc4c(c3)OCO4)nc21
  -1 | -2 | 2 | 5 | 3 | 2 | 1.1 | 4 | 6
> O=S(CCc1ccncc1)Cc1ccccc1 (stereo not given)
  3 | -4 | 1 | -16 | -1 | -5 | 1 | 5 | 0
> CCN1C2=NCCCN2c2ccccc21
  -12 | 0 | 4 | 4 | 6 | 5 | 1 | -12 | 11
> C=C(C)c1cccc(C(C)(C)NC(=O)N2CCN(CC(N)=O)CC2)c1
  6 | -2 | -2 | -4 | -6 | 18 | 1 | 10 | -5
> Cc1cc(C)c2nc(NC3=NCN(CCN4CCOCC4)CN3)nc(C)c2c1
  3 | 4 | -3 | 10 | -3 | 0 | 0.99 | -20 | 2
> O=C(CNS(=O)(=O)c1cccs1)N1CCc2ccccc2C1
  7 | 0 | -3 | 6 | -9 | 22 | 1 | 6 | -6
> COc1cc(C(=O)NCc2ccc3c(c2)OCO3)ccc1OCc1c(C)noc1C
  -2 | . | -4 | 5 | -25 | 21 | 1.1 | 5 | .
> CCCCOC(=O)Nc1ccc(C(=O)OC)cc1
  4 | -4 | 0 | -2 | -8 | 5 | 1 | 9 | -4
> Cc1ccc(-c2ccc(=O)n(CC(=O)NCCN(C)C)n2)cc1
  6 | -2 | -9 | 1 | -4 | 13 | 1 | 2 | -8
> O=C(NCCO)c1cccc2c1C(=O)c1ccccc1-2
  -21 | -2 | 4 | 13 | -7 | 0 | 0.97 | -6 | 5
> CC(C)(C)OC(=O)NCC(=O)N1CCC(C(=O)O)CC1
  -2 | -2 | 1 | 6 | -3 | 13 | 1 | 18 | -2
> CCN(CCCNC(=O)CC1Oc2ccc(C)cc2NC1=O)Cc1ccccc1 (stereo not given)
  9 | -1 | 1 | 2 | -9 | 5 | 0.97 | -4 | -3
> Cc1ccc(-c2nnn(Cc3nc4ccccc4s3)n2)cc1
  6 | 2 | 7 | 6 | 2 | 19 | 1.1 | -13 | -6
> COC(=O)Cn1c(C)nc2c(sc3nc(C)cc(C)c32)c1=O
  4 | -3 | -4 | 8 | 5 | 19 | 1 | 19 | 5
> Cc1onc(-c2ccccc2Cl)c1C(=O)NCc1ccc(N2CCCC2=O)cc1
  9 | -4 | 2 | 11 | 7 | 5 | 1.1 | 9 | -5
> COc1ccc2cc3c(N)nn(C(=O)Cc4ccccc4OC)c3nc2c1
  -4 | -2 | 1 | 14 | 3 | 6 | 1.1 | 21 | 1
> O=C(CSc1ncn[nH]1)c1ccco1
  3 | 12 | 3 | 3 | -5 | 7 | 0.98 | 5 | 0
> COCCn1nnnc1CN1CCN(c2cccc(C(F)(F)F)c2)CC1
  -1 | -2 | 4 | 4 | -4 | -8 | 1 | -11 | -5
> CCCCN(C)C(=O)c1oc2ccc(S(=O)(=O)N3CCCCCC3)cc2c1C
  -1 | 1 | -8 | -2 | -26 | -9 | 0.97 | 12 | 1
> CCOc1ccc(C(=O)N2CCN(c3ccccc3)CC2)cc1OCC
  -4 | -1 | 7 | 1 | 8 | 16 | 1 | 15 | -3
> COc1ccc(/C(O)=C2\C(=O)C(=O)N(CCN(C)C)C2c2cccc(OC)c2OC)cc1Cl (stereo not given)
  . | -2 | -11 | . | -24 | . | 1.1 | -14 | 7
> O=C(CCCC(=O)OCC(=O)NC1CCCC1)Nc1ccccn1
  2 | 0 | 2 | -18 | 7 | 17 | 0.96 | 5 | -2
> COc1ccc(C2C3=C(CC(C)(C)CC3=O)Oc3ncn(CCO)c(=N)c32)cc1OC (stereo not given)
  5 | -3 | -2 | 7 | -1 | 5 | 1.1 | -34 | 1
> Cn1ncc2c1ncn1nc(COc3ccc4ccccc4c3)nc21
  -1 | 1 | 1 | 9 | 9 | 1 | 1.1 | -7 | 1
> O=C(Nc1ccccc1)c1ccc(NCC2CCCO2)c(S(=O)(=O)N2CCOCC2)c1 (stereo not given)
  0 | -6 | 6 | -8 | -8 | 3 | 1 | 6 | 2

Part of the list above, reduced to Hsp90 inh:
| smiles | Hsp90 inh |
| --- | --- |
| CCCCOC(=O)Nc1ccc(C(=O)OC)cc1 | -4 |
| CCn1c(SCC(=O)Nc2ccc3c(c2)OCO3)nc2c1c(=O)n(C)c(=O)n2C | -1 |

Carrying on.
Below each SMILES: FXIIa inh mix | Hsp90 inh | MMP13 inh | FXIa mix inh | Cdc25B block | AP ELISA ortho | A340 absorber | DUSP1 inh | JNK3 blocker
> Cn1c(-c2nonc2NC(=O)c2ccc(C(C)(C)C)cc2)nc2ccccc21
  10 | -2 | -8 | 6 | -5 | -9 | 1 | 4 | -1
> CCOC(=O)c1cnc2sc3c(n2c1=O)CCCC3
  7 | -15 | -166[fluorescence artefact?] | -8 | -6 | 2 | 1.1 | 24 | 5
> COc1ccc(C(=O)CSc2nnc(C(CO)NC(=O)c3ccc(OC)cc3)n2C)cc1 (stereo not given)
  2 | -2 | 10 | 0 | 2 | 11 | 1.1 | -1 | -4
> CCCn1c(NCc2ccco2)nc2ccccc21
  -16 | -5 | 1 | -2 | -11 | 15 | 1 | 0 | -6
> COc1cccc(C(=O)N(CN2CCCC2=O)c2cc(C)on2)c1
  10 | -1 | -4 | 4 | 26 | 17 | 1 | 4 | -3
> COc1cc(C(=O)NCC(c2cccnc2)N2CCN(c3ccccc3)CC2)cc(OC)c1OC (stereo not given)
  -2 | -5 | -2 | 3 | -54 | 14 | 1 | 3 | -10
> O=c1[nH]c(/C(=N\O)c2ccccc2)no1
  5 | 1 | 4 | -1 | 7 | 7 | 1 | 6 | 5
